# Tb PFK inh: inhibitors of T. brucei phosphofructokinase | T. brucei PFK, ADP-Glo luminescence | actives 0.17% (n = 330,000) | O15648 | Potency, µM (series often up to 57.5 µM), inactives show at the top dose activity, negative = inhibition, actives largely listed as inhibitors;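 note: potency is the fitted concentration of half-maximal effect; 0% = uninhibited 1x PFK enzyme wells and -100% = no-enzyme wells; nearly all actives have a fitted effect of over 60% in size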
# Target sequence (O15648 whole entry, looked up): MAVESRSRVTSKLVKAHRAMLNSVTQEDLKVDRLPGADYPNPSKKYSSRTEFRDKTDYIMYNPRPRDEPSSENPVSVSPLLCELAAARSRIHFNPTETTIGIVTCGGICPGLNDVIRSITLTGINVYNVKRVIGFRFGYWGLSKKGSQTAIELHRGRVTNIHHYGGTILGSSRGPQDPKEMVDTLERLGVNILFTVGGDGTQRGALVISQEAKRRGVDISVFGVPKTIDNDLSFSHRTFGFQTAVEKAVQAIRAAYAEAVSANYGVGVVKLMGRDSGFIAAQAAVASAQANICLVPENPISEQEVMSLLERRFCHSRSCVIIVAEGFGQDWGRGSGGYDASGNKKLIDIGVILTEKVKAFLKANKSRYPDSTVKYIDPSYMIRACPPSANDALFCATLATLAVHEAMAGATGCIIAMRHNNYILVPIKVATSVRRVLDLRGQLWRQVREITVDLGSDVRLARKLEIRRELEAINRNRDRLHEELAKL
#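 Luminescent ADP detection (ADP-Glo, two-step: ATP depletion then ADP-to-ATP conversion for luciferase) reported PFK activity after 45 min room-temperature reaction of 1.25 nM enzyme with 0.5 mM F6P and 0.1 mM ATP at pH 8.0.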
# ASM inhibitor: blocks human secretory acid sphingomyelinase | P17405 | placental ASM, HMU-PC fluorogenic substrate, 60 min | Potency, µM (doses to about 57.5 µM), for inactives: at the highest dose activity change, negative = inhibition, hits mostly inhibitors | actives 0.006% (n = 340,000); note: potency is the fitted concentration of half-maximal effect
#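 Fluorogenic HMU-PC substrate (9 uM final) is turned over by placental ASM in 60 min at 37 C after a 10 min compound preincubation. Reaction ended by alkaline stop (pH 10), with fluorescence read at 386/447 nm.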
# A-T KAP1 phos: candidate therapy for ataxia-telangiectasia | actives 0.19% (n = 320,000) | […] A-T fibroblasts, KAP-1 phosphorylation AlphaLISA; neocarzinostatin DNA damage 30 min before lysis | Potency, µM (highest dose often 57.5 µM), without a hit: top-dose activation, hits mostly activators; note: potency is the fitted concentration of half-maximal effect; % of control where 0% means no effect; nearly all actives have a fitted effect of over 45% in size
#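 ATM-like activity read as KAP-1 phosphorylation via AlphaLISA donor/acceptor antibody pairs after lysis and 6 hr at 25C. Cells were ATM-null patient fibroblasts ([…], hTERT), dosed 60 min, then exposed to the DSB inducer NCS for 30 min.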
# Chronic BCR inh: blocks chronic active B-cell receptor signaling | actives 0.05% (n = 340,000) | ABC-DLBCL IkBa-CBG/CBR reporter, luminescence ratio, 4 h | Potency, µM (highest dose often 46.1 µM), for the others: at the highest dose ratio change, negative = lower green/red ratio, actives largely listed as inhibitors | AID 493014; active = well fitted inhibition curve with a large enough effect in the signal ratio, with a control signal flat, not every such curve was filed as active; inconclusive = small, poorly fitted or top-dose-only effect, or effect the other way, or a change in a side signal; the % refers to the signal ratio;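 note: potency is the fitted concentration of half-maximal effect; plate controls were basal doxycycline-induced cells for no effect and cells given 10 µM MG132 for full effect; MG132 reads +100%, hits lower the ratio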
#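 Doxycycline induced both beetle luciferases in TMD8 lymphoma cells; IKK-driven degradation limits the IkappaBalpha-fused green signal, while red luminescence normalises for cell number and nonspecific effects. Compounds tested up to 46 uM, 4 hrs.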
# TSHR antag: antagonists of human thyroid stimulating hormone receptor; TSHR-expressing cells, TSH-stimulated cAMP HTRF, 2 h; active compounds read low; activity change, negative = inhibition, % at 11.5 µM; actives 0.2% (n = 330,000);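 active = activity change below a set negative limit, meaning inhibition stronger than a set level, cut at about -70% in these data; inconclusive = activity change between two set negative limits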; note: % is set by controls: 0 for no effect and ±100 for the full control effect
#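 Antagonism was scored as loss of TSH-driven cAMP in TSHR cells, stimulated with 4nM TSH (EC80) for 2 hours at 37 deg C and detected by homogeneous HTRF competition immunoassay.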
# a7 integrin act: integrin-mediated muscular dystrophy alleviation activation | alpha7betagal myoblasts, beta-gal FDG fluorescence, 48 h | Potency, µM (top dose mostly 38.3 µM), for inactives: top-dose activation, most hits filed as activators | actives 0.064% (n = 350,000) | AID 624291;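 note: potency is the fitted concentration of half-maximal effect; 100% = response of the positive control SU9516; nearly all actives have a fitted effect of over 60% in size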
#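 Alpha7betagal+/- myoblasts (passage 13) were plated 16-24 hr, then exposed to compounds (1:260 dilution of DMSO stock) for 48 hours at 37C. After MPER lysis, β-galactosidase reporter activity was read as FDG fluorescence (ex 480/em 540) after 30 minutes.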
# TSG101-PTAP inh: blocks PTAP/TSG101 interaction to inhibit HIV-1 budding | Potency, µM (top dose mostly 115 µM), without a hit: at the highest dose activity change, negative = inhibition, most hits filed as inhibitors | Fluorescence polarization, FITC-PTAP peptide / Tsg101 binding | 340,000 tested, under 10 active | Q99816; active = well fitted inhibition curve with a large enough effect in the main read-out, with a control signal flat, not every such curve was filed as active; inconclusive = small, poorly fitted or top-dose-only effect, or effect the other way, or a change in a side signal; inactive = no such curve, though single readings can be large or run the other way; note: potency is the fitted concentration of half-maximal effect; % of control where 0% means no effect
# Target sequence (Q99816 whole entry, looked up): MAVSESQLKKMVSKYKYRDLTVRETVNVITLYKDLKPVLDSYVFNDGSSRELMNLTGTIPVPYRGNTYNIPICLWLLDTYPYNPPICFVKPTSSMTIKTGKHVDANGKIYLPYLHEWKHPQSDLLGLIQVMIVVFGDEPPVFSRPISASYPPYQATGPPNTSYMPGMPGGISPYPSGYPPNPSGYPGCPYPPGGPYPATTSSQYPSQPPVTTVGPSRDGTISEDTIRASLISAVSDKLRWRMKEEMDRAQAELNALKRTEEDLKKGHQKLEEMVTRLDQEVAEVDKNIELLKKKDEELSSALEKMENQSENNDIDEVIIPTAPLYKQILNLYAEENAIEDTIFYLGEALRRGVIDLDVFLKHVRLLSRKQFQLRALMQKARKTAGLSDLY
#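 Fluorescence polarization binding of Tsg101 binding domain (10 uM final) to FITC-labeled PTAP peptide (50 nM final) in HEPES pH 7.5 buffer with NaCl, Tween 20, EDTA, TCEP. Compounds added before peptide; binding 20 min at RT.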
# Mito fusion yeast: blocks mitochondrial division or promotes mitochondrial fusion | S. cerevisiae fusion-defective mutant growth rescue, CellTiterGlo 48 h | Potency, µM (titrated, usually from 46.1 µM), without a hit: at the top dose growth rescue (activation), actives largely listed as activators | actives 0.23% (n = 320,000);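 note: potency is the fitted concentration of half-maximal effect; % of control where 0% means no effect; nearly all actives have a fitted effect of over 45% in size; temperature-sensitive fusion mutants such as fzo1-1 at 37 °C on non-fermentable ethanol glycerol medium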
#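 Compounds are tested for their ability to restore growth of mitochondrial fusion-defective yeast strains at non-permissive 37C in YPEG medium over 48 hours. Viability is quantified by luciferase luminescence.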
# ELG1 repair inh: ELG1-dependent DNA repair inhibition. HEK293T ELG1-luciferase reporter, luminescence, 16 h; DNA damage induced by 5-fluorouridine. Potency, µM (series often up to 46.1 µM), inactives show at the highest dose activity change, negative = inhibition, usual class: inhibitors. actives 2.3% (n = 330,000). AID 504467; note: potency is the fitted concentration of half-maximal effect; % is set by controls: 0 for no effect and ±100 for the full control effect; nearly all actives have a fitted effect of over 55% in size
#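 Luminescence from the luciferase reporter, measured 30 min after ONE-Glo reagent at room temperature, was the read-out. Beforehand, 2,000 cells per well were exposed for 16 hr at 37 °C to 5-fluorouridine together with compound or vehicle.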
# Eya2 inh: blocks the phosphatase activity of human Eya2. O00167. recombinant Eya2, OMFP fluorescence dephosphorylation (OMFP is methylfluorescein phosphate). Potency, µM (top dose mostly 76.9 µM), for the others: at the highest dose activity, negative = inhibition, hits mostly inhibitors. actives 0.006% (n = 330,000); note: potency is the fitted concentration of half-maximal effect; % is set by controls: 0 for no effect and ±100 for the full control effect
#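 Eya2 protein (added as 0.2 uM solution) was preincubated with compound for 10 min at ambient temperature in 50 mM HEPES pH 7.5, 50 mM NaCl, 5 uM MgCl2, 0.05% BSA, 1 mM DTT. OMFP (added at 50 uM) then reacted 10 min; fluorescence read at 485/525 nm.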
# TCR act: T cell receptor activation; 330,000 tested, under 10 active; primary human leukocytes, anti-CD3, IL-2 HTRF, 48 h; AID 504894; Potency, µM (titrated, usually from 9.22 µM), without a hit: at the highest dose activation of IL-2 secretion, hits mostly activators; note: % of control where 0% means no effect
#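 48 hr co-incubation of compounds, a-CD3 beads and primary human leukocytes; IL-2 quantified homogeneously by HTRF with anti-IL-2 K and d2 conjugates.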
# Numbers without * were called inactive; ? = inconclusive; · = not tested or not shown; & = joins results of further samples; [ ] = dose if it differs, or a comment. Unless noted, calls come from the whole dose curve; as a rule, active = well fitted curve in the direction sought with a large enough effect; inconclusive = small, poorly fitted or top-dose-only effect, or another doubt; inactive = no such curve, though single readings can be large; an effect the other way counts as inactive or inconclusive.
SMILES,Tb PFK inh,ASM inhibitor,A-T KAP1 phos,Chronic BCR inh,TSHR antag,a7 integrin act,TSG101-PTAP inh,Mito fusion yeast,ELG1 repair inh,Eya2 inh,TCR act
COc1ccc(-n2c(=O)/c(=C\c3cccs3)s/c2=C(/C#N)C(=O)N2CCN(C)CC2)cc1,8%,4%,5%,1%,14,-18%,-5%,-15%,?,10%,-4%
CC(=O)c1ccc(N2CCN(C(=O)C(=O)c3c(C)[nH]c4ccccc34)CC2)cc1,-6%,-3%,1%,?,-2,-13%,-1%,2%,-5%,-4%,7%
CC(C)c1nc(NCCO)c2nnn(Cc3ccccc3)c2n1,-8%,-3%,-7%[11.5 µM],0%,12,-21%,-2%,4%,1%,1%,7%
Cc1coc(NC(=O)CSc2nc(-c3ccc(Cl)cc3)cc(C(F)(F)F)c2C#N)n1,1%,60%[activator],-1%,10%,3,-2%[7.66 µM],-3%,0%,3%,-2%,-40%
COc1ccc(C(NC(=O)c2ccc(-c3ccccc3)cc2)c2ccccc2)cc1 (configuration not stated),-1%,0%,-3%,3%,27,-30%,-1%,1%,0%,-3%,-3%
CCc1nc2sc3c(=O)[nH]cnc3c2c2c1CSC(C)(C)C2,-2%,-2%,1%,1%,-9,11%,-2%,6%,?,10%,-23%
COCC(=O)Nc1cc(Cl)ccc1C,-3%,-2%,3%,-5%,3,1%,0%,-4%,-11%,0%,4%
COCCN(CCOC)c1nc(-c2ccc(Cl)cc2)nc2ccccc12,0%,-5%,13%,2%,-21,34%,-3%,0%,?,-15%,1%
Cn1c(=O)oc2cc(S(=O)(=O)N3CCN(c4cccc(Cl)c4)CC3)ccc21,0%,1%,15%,3%,-10,7%,8%,-2%,?,24%[15.4 µM],-9%
COc1ccc(C(=O)CSc2[nH]c(=O)cc(C(F)(F)F)c2C#N)cc1,-2%,4%,4%,?,-24,?,-13%,16%,20%,3%,6%
COc1cc2c(cc1OC)CN(C(=O)Cn1ccccc1=O)CC2,-24%,12%,-15%,-5%,3,-29%,1%,-2%,-4%,4%,3%
CC(C)c1nc(NCC2CCCO2)c(C#N)c2c1COC(C)(C)C2 (configuration not stated),-3%,6%,1%,0%,-7,-6%,-1%,13%,?,0%,-3%
C=CCNC(=O)c1onc(CSc2ccccc2F)c1C(=O)O,-3%,11%,-1%,?,33,-9%,·,11%,10%,11%,-9%
COc1ccc(OCCN2CCN(C(=O)c3ccc(OC)c(OC)c3)CC2)cc1,6%,6%,6%,?,10,15%,-8%,-3%,?,-9%,-2%
CC1SCC(=O)N(CC(=O)Nc2ccc3c(c2)OCO3)C1=O (configuration not stated),0%,7%,-3%,?,5,-6%,-3%,-4%,15%,-18%,-1%[46.1 µM]

# The last four entries of the part before are carried over, then new ones follow:
SMILES,Tb PFK inh,ASM inhibitor,A-T KAP1 phos,Chronic BCR inh,TSHR antag,a7 integrin act,TSG101-PTAP inh,Mito fusion yeast,ELG1 repair inh,Eya2 inh,TCR act
CC(C)c1nc(NCC2CCCO2)c(C#N)c2c1COC(C)(C)C2 (configuration not stated),-3%,6%,1%,0%,-7,-6%,-1%,13%,?,0%,-3%
C=CCNC(=O)c1onc(CSc2ccccc2F)c1C(=O)O,-3%,11%,-1%,?,33,-9%,·,11%,10%,11%,-9%
COc1ccc(OCCN2CCN(C(=O)c3ccc(OC)c(OC)c3)CC2)cc1,6%,6%,6%,?,10,15%,-8%,-3%,?,-9%,-2%
CC1SCC(=O)N(CC(=O)Nc2ccc3c(c2)OCO3)C1=O (configuration not stated),0%,7%,-3%,?,5,-6%,-3%,-4%,15%,-18%,-1%[46.1 µM]
CC(C)N(C(=O)[C@H]1C[C@H](CC(=O)NCCCn2ccnc2)C(=O)N2CCc3c([nH]c4ccc(Cl)cc34)[C@]12C)C(C)C,4%,-1%,4%,-6%,-2,-5%,-3%,·,4%,-9%,-5%[46.1 µM]
COc1ccc(-c2nnc(SCC(=O)Nc3cc(C)on3)n2C)cc1OC,-3%,7%,-2%,-3%,-7,27%,-8%,-1%,-3%,8%,1%
Cc1cc(C)c(S(=O)(=O)Nn2cnnc2)c(C)c1,-2%,2%,2%,-10%,1,5%,-4%,-1%,6%,2%,0%
O=C(Nc1ccccc1C(=O)O)c1ccc(NC(=O)C2CCCCC2)cc1,-3%,14%,-1%,3%,-23,-21%,-2%,4%,2%,5%,4%
O=c1nc(N2CCCC2)nc(N2CCCC2)[nH]1,3%,-1%,1%,2%,-7,?,0%,1%,-3%,6%,3%
COc1cc(OC)cc(C(=O)NCC(=O)OCC(=O)NC(C)(C)C)c1,4%,0%,-4%,-6%,-4,0%,0%,1%,-2%,8%,-1%[46.1 µM]
N#CC1(NC(=O)COc2ccccc2[N+](=O)[O-])CCCCC1,1%,0%,9%,1%,0,-5%,-6%,-1%,0%,-4%,1%
Cc1ccc(C(=O)c2cc3ccccc3o2)cc1C,-2%,-5%,·,?,-7,-12%,-5%,2%,?,-11%,0%
CCOC(=O)C1CCCN(C(=O)Cn2nc(C)n3nc(-c4ccccc4)cc3c2=O)C1 (configuration not stated),0%,-1%,0%,-4%,32,-11%,-2%,9%,-9%,5%,-1%
FC(F)(F)c1nnc(-c2ccccc2)nc1Oc1ccc(Cl)cc1Cl,-1%[0.46 µM],?,10%,?,5,9%,-5%,1%,-4%,10%,-1%
O=C(CSc1ccsc1[N+](=O)[O-])N1CCN(c2ccc(Cl)cc2)CC1,?,-9%,1%,?,-25,-26%,-3%,3%,0%,-7%,4%[46.1 µM]
COc1ccc(C(=O)NC(=S)N(Cc2ccccc2)Cc2ccccc2)cc1,1%,-4%,1%,?,0,-47%[inhibitor],-2%,6%,?,-16%,3%
O=C(/C=C/c1ccc(Cl)cc1Cl)Nc1cccc(S(=O)(=O)NC2=NCCCCC2)c1,-1%,-14%,1%,?,-4,13%,0%,-3%,?,-3%,0%[46.1 µM]
Cc1cc(C(=O)OCCO)c(C#N)c(N)n1,18%,496%[activator],2%,9%,5,0%,-7%,-3%,0%,-3%,-1%
COc1ccc(-n2nc3c(c2NC(=O)c2ccco2)CS(=O)(=O)C3)cc1,3%,1%,-5%,1%,16,0%,1%,-6%,10%,-1%,-8%
CC1CCCN(Cc2cnc(Cl)s2)C1 (configuration not stated),0%,6%,1%,3%,1,9%,-5%,-2%,6%,7%,-1%
COc1ccccc1N(C)S(=O)(=O)c1ccc(C(=O)Nc2nc(C)cs2)cc1,3%,0%,-13%,?,-15,0%,-1%,6%,13µM*,-14%,-11%
COCCNc1nc2c(c(=O)n(Cc3cccc(Br)c3)c(=O)n2C)n1C,6%,2%,15%,3%&-1%,-1,-13%,-1%,?,-2%,-2%,2%

# Shown with bars between the fields: 2 of the compounds above.
smiles | Tb PFK inh | ASM inhibitor | A-T KAP1 phos | Chronic BCR inh | TSHR antag | a7 integrin act | TSG101-PTAP inh | Mito fusion yeast | ELG1 repair inh | Eya2 inh | TCR act
Cc1cc(C(=O)OCCO)c(C#N)c(N)n1 | 18% | 496%[activator] | 2% | 9% | 5 | 0% | -7% | -3% | 0% | -3% | -1%
COc1ccc(-n2nc3c(c2NC(=O)c2ccco2)CS(=O)(=O)C3)cc1 | 3% | 1% | -5% | 1% | 16 | 0% | 1% | -6% | 10% | -1% | -8%

# Screens: PubChem BioAssay, National Center for Advancing Translational Sciences (NCATS)
